Apoferritin bind – qHTS Assay for Identification of Novel General Anesthetics; Ferritin light chain (Equus caballus), P02791; apoferritin/1-aminoanthracene competitive binding, fluorescence; Potency, µM (highest dose often 77.5 µM), for the others: top-dose activity change, negative = displacement, hits mostly inhibitors; 0.074% of 350,000 active; AID 485281, 2010; note: potency is the fitted concentration of half-maximal effect; % is set by controls: 0 for no effect and ±100 for the full control effect; nearly all actives have a fitted effect of over 20% in size
Target sequence (P02791 2-175 limits assumed): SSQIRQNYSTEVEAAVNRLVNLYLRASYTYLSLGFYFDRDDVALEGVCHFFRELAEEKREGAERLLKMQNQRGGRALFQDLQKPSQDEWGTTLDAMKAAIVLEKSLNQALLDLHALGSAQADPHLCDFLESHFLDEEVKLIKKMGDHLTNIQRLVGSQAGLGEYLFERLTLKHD
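Read-out: endpoint 1-AMA fluorescence, excitation 380 nm and emission 535 nm, after compounds sit 10 min at room temperature with 10 uM horse-spleen apoferritin in 50% saturated 1-AMA/PBS. Values come from four-parameter Hill fits.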
BLM inh – qHTS Assay for Inhibitors of Bloom's syndrome helicase (BLM). Potency, µM (doses to about 56.1 µM), without a hit: at the highest dose activity change, negative = inhibition, hits mostly inhibitors. recombinant BLM DNA unwinding, fluorescence dequenching. 0.2% of 350,000 active. AID 2528, 2010. RecQ-like DNA helicase BLM (Homo sapiens), P54132;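 note: potency is the fitted concentration of half-maximal effect; plate controls were vehicle for no effect and no enzyme for full effect; nearly all actives have a fitted effect of over 35% in size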
LDHA inh – qHTS assay for inhibitors of human lactate dehydrogenase; L-lactate dehydrogenase A chain (Homo sapiens), P00338; purified LDHA, NADH/diaphorase-resazurin fluorescence; hits give low values; activity change, % (values are at about 110 or 230 µM); 0.15% of 480,000 active; in the data active = activity change below about -30%; inconclusive = mostly about -25% to -30%;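 note: plate controls were DMSO wells for no effect and wells without enzyme for full effect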
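Human LDH5 at 2 nM final in Tris HCl pH 7.4 with 0.06 mM NADH and 0.2 mM pyruvate, reacted 5 minutes at room temperature. Remaining NADH coupled via diaphorase/resazurin; resorufin fluorescence read at 0 and 20 minutes, normalized to enzyme-free and DMSO wells.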
GRP78 ERSR act – qHTS for Inducers of the Endoplasmic Reticulum Stress Response (ERSR) in Human Glioma: qHTS. 0.02% of 420,000 active. U87-MG GRP78 promoter luciferase reporter, 16 h. Potency, µM, for the others: at the highest dose activation, usual class: activators; note: potency is the fitted concentration of half-maximal effect; series mostly up to about 76 µM; % of control where 0% means no effect; nearly all actives have a fitted effect of over 35% in size
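Stably transfected U87-MG glioma cells carrying a GRP78-based luciferase sensor; 16 h compound incubation. Luminescence end-point read 10 min after Bright-Glo addition at room temperature.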
POLH inh – qHTS for Inhibitors of Polymerase Eta; recombinant Pol eta, fluorescent DNA replication assay; Potency, µM (series often up to 114 µM), for inactives: at the top dose activity change, negative = inhibition, usual class: inhibitors; 1.2% of 390,000 active; AID 588591, 2011; note: potency is the fitted concentration of half-maximal effect; % is set by controls: 0 for no effect and ±100 for the full control effect
Target sequence (Q9Y253 whole entry, looked up): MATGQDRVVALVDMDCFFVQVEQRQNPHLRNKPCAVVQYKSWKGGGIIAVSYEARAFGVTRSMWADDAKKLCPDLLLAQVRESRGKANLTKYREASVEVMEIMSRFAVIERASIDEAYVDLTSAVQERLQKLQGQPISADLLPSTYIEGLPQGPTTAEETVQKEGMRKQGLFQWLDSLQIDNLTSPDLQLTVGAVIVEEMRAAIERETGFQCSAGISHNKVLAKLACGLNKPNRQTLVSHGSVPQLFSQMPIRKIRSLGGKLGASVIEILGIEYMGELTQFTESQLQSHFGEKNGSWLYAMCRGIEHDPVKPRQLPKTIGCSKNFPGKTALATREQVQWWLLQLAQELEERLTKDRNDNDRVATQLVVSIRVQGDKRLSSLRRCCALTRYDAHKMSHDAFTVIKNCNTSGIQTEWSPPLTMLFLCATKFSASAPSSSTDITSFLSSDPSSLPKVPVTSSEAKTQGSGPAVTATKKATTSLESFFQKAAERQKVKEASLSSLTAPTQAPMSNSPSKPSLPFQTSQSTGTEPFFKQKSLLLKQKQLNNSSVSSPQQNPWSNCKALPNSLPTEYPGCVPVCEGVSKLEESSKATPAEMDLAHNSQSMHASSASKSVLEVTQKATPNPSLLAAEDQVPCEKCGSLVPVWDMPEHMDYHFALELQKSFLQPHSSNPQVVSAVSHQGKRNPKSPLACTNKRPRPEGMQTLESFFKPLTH
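Fluorescent replication assay: 50 nM final substrate added after a 15 min room-temperature compound preincubation with 10 nM enzyme. Signal taken at 0 min and again at 10 min.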
POLB inh – qHTS Assay for Inhibitors of DNA Polymerase Beta; Pol beta primer extension/strand displacement, fluorescence kinetic; P06746; Potency, µM (doses to about 114 µM), inactives show at the top dose activity change, negative = inhibition, hits mostly inhibitors; 1.3% of 340,000 active; note: potency is the fitted concentration of half-maximal effect; % is set by controls: 0 for no effect and ±100 for the full control effect
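Human Pol beta at 10 nM; strand-displacement substrate 50 nM final. Compound exposure 15 min at room temperature before start, reaction 10 min at room temperature.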
POLK inh – qHTS for Inhibitors of Polymerase Kappa | DNA polymerase kappa (Homo sapiens), Q9UBT6 | 0.53% of 400,000 active | Potency, µM (highest dose often 107 µM), without a hit: at the top dose activity, negative = inhibition, hits mostly inhibitors | purified Pol kappa, fluorescent DNA synthesis assay, 10 min; note: potency is the fitted concentration of half-maximal effect; % is set by controls: 0 for no effect and ±100 for the full control effect
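10 nM Pol kappa was preincubated with compounds for 15 min at room temperature. Reaction started with 50 nM (final) substrate. Fluorescence read kinetically at 0 and 10 min.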
APEX1 inh – qHTS Assay for Inhibitors of the Human Apurinic/apyrimidinic Endonuclease 1 (APE1) | recombinant APE1, TAMRA/BHQ-2 abasic DNA cleavage fluorescence | 0.35% of 350,000 active | DNA repair nuclease/redox regulator APEX1 (Homo sapiens), P27695 | AID 2517, 2012 | Potency, µM (series often up to 65.8 µM), for inactives: at the top dose activity change, negative = inhibition, usual class: inhibitors;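 note: potency is the fitted concentration of half-maximal effect; plate controls were vehicle for no effect and reference inhibitor for full effect; nearly all actives have a fitted effect of over 55% in size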
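Substrate: short duplex with […] THF abasic site, 5'-TAMRA and 3'-BHQ-2, 50 nM final. APE1 at 0.75 nM, preincubated 15 min RT with compound. Fluorescence increase from first to third read measured activity.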
Pol iota inh – qHTS for Inhibitors of Polymerase Iota; AID 588590, 2011; DNA polymerase iota (Homo sapiens), Q9UNA4; Potency, µM (top dose mostly 115 µM), for inactives: top-dose activity, negative = inhibition, hits mostly inhibitors; 1% of 390,000 active; Pol iota fluorescent replication assay, 10 min; note: potency is the fitted concentration of half-maximal effect
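Pol iota at 10 nM preincubated 15 min with compounds at room temperature; reaction started with fluorescent substrate, 50 nM final. Fluorescence read kinetically at 0 and 10 min; buffer-only wells as negative control.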
* = called active by the depositor; ? = inconclusive; · = no result given; & = joins results of further samples; [ ] = another dose, or the depositor's remark. Unless noted, calls come from the whole dose curve; as a rule, active = well fitted curve in the direction sought with a large enough effect; inconclusive = small, poorly fitted or top-dose-only effect, or another doubt; inactive = no such curve, though single readings can be large; an effect the other way counts as inactive or inconclusive. An excerpt (hit frequency here may not be typical).

SMILES	Apoferritin bind	BLM inh	LDHA inh	GRP78 ERSR act	POLH inh	POLB inh	POLK inh	APEX1 inh	Pol iota inh
C/C1=C2N=C(/C=C3N=C(/C(C)=C4\[N-]C(C)(C5N=C1C(C)(CCC(=O)NCC(C)OP(=O)([O-])O[C@H]1C(O)C(n6cnc7cc(C)c(C)cc76)O[C@@H]1CO)C5CC(N)=O)C(C)(CC(N)=O)C4CCC(N)=O)C(C)(CC(N)=O)C\3CCC(N)=O)C(C)(C)C/2CCC(N)=O.[CH2-]C1OC(n2cnc3c(N)ncnc32)C(O)C1O.[Co] (stereo partly specified)	-3%	?	·	-12%	·	·	0%[60.1 µM]	·	·
COC(=O)Cn1c(=NC(=O)CSC(C)=O)sc2ccccc21	-9%	3%	-12	-2%	-14%	24%	-6%	9%	39%[activator]
CC(=O)c1cnc2cc(-c3ccc(C)cc3)nn2c1C	-9%	3%	-4	7%	-3%	-11%	-10%	-1%	7%
N#CC1=C2SCC(O)(c3ccccc3)N2C(=O)CC1c1cccs1 (stereo unspecified)	-14%	-8%	4	0%	-5%	-1%	-22%	?	-7%
COc1cc2c(cc1OC)C(c1ccc(Cl)cc1)N(c1cccc(C#N)c1)C(=O)C2 (stereo unspecified)	3%	-3%	0	0%	-8%	-7%	11%	·	10%
Cc1cc(C(=O)OCC(=O)N2CCOCC2)c2ccccc2n1	-6%	0%	-3&6	-3%	-7%	25%	8%	23%	?
COCCSc1nnc(NC(=O)COc2ccc3c(c2)OCO3)s1	-10%	-1%	-6	4%	-10%	24%	-1%	3%	143%[activator]
Nc1nc(N2CCN(Cc3ccccc3)CC2)n[nH]1	-1%	-1%	-7	-4%	0%	-2%	-7%	4%	-15%
Cc1ccc(NC(=O)C2CC(=O)OC23CCOC(C)(C)C3)cc1 (stereo unspecified)	5%	-1%	-4	3%	-8%	5%	0%	-1%	18%
COC(=O)COC(=O)c1ccc(O)cc1	-16%	1%	-7	1%	3%	11%	-21%	-2%	-8%
CCN1CCN(c2ccc(S(=O)(=O)N3CCCCC3)cc2NC(=O)/C=C/c2ccc(OC)c(OC)c2)CC1	·	·	-20	-2%	?	·	-15%	44%	17%
CCCCn1c(NCc2ccccn2)nc2ccccc21	-8%	-1%	0	0%	-14%	0%	-7%	8%	11%
Cc1ccc(CNC(=O)C2CCN(S(=O)(=O)c3c(C)noc3/C=C/c3c(C)cc(C)cc3C)CC2)cc1	-15%	-1%	-7	0%	-26%	4%	-7%[60.1 µM]	·	40%[activator]
CC(=O)/C(=N/Nc1ccc(Br)cc1)Sc1cccc2cccnc12	-11%	7%	-3	-2%	-15%	28%	-24%	6%	2%
Cc1ccc(NC(=O)CSCn2nnc3c(=O)[nH]c(Cc4ccc(F)cc4)nc32)c(C)c1	2%	-19%	2&0	-4%	-1%	?	?	·	?
Nc1nnc(SCC(=O)Nc2ccc(N3CCOCC3)cc2)s1	·	·	0	-1%	-17%	·	-10%	-1%	-5%
Cc1ccc(-n2ncc3c(=O)n(CC(N)=O)cnc32)cc1C	0%	-3%	-2	-1%	-20%	2%	-5%	-5%	-15%
CCOC(=O)N1CCN(CC(O)COc2ccccc2C(C)CC)CC1 (stereo unspecified)	-7%	-2%	-7	-2%	-15%	24%	-1%	11%	-6%
CC(C)c1ccc2oc(-c3ccc(NC(=O)c4ncn[nH]4)cc3)nc2c1	-5%	0%	1	15%	4%	?	-8%[60.1 µM]	3%	?
COC(=O)c1ccc(CSc2nnc(Nc3ccccc3OC)s2)o1	?	-4%	2	-3%	-21%	1%	-9%	-4%	32%[activator]
NC(=O)c1ccccc1NC(=O)/C=C/c1ccccc1	-2%	3%	-3	-2%	-13%	1%	0%	1%	2%
CC(C)(C)NC(=O)Nc1ccc(Cn2cc(C(F)(F)F)ccc2=O)cc1	-8%	-1%	1	5%	-9%	0%	-3%	-3%	98%[activator]
COc1ccc(C(=O)Nc2ncc3c(n2)CC(c2ccco2)CC3=O)cc1 (stereo unspecified)	?	-5%	6&1	5%	-9%	0%	-4%	-3%	1%
O=C(Nc1ccc(Cl)c(Cl)c1)Nc1ccccc1C(=O)O	-14%	2%	-9	-12%	-25%	0%	3%	-5%	20%
CCc1ccc(CN(C)CC(=O)Nc2sccc2C#N)cc1	-19%	-13%	4	-1%	?	-19%	-10%	4%	4%

Structures above that contain a furan ring, fused or not, in the order listed:
SMILES	Apoferritin bind	BLM inh	LDHA inh	GRP78 ERSR act	POLH inh	POLB inh	POLK inh	APEX1 inh	Pol iota inh
COC(=O)c1ccc(CSc2nnc(Nc3ccccc3OC)s2)o1	?	-4%	2	-3%	-21%	1%	-9%	-4%	32%[activator]
COc1ccc(C(=O)Nc2ncc3c(n2)CC(c2ccco2)CC3=O)cc1 (stereo unspecified)	?	-5%	6&1	5%	-9%	0%	-4%	-3%	1%

(further entries)
SMILES	Apoferritin bind	BLM inh	LDHA inh	GRP78 ERSR act	POLH inh	POLB inh	POLK inh	APEX1 inh	Pol iota inh
O=C(c1cccs1)N1CCN(c2nc3ccc([N+](=O)[O-])cc3s2)CC1	·	·	-5	-4%	-7%	·	-5%	4%	31%[activator]
COc1ccc(-c2ccc(S(=O)(=O)NCC3CCCO3)cc2)cc1 (stereo unspecified)	51%[activator]	-15%	-9	-4%	-10%	13%	-4%	8%	155%[activator]
CCOC(=O)c1sc2ncn(CC(=O)Nc3ccc(C)cc3Br)c(=O)c2c1C	-6%	-4%	-10	-2%	-8%	22%	-14%	·	24%
c1ccc2c3c(c(CN4CCCC4)cc2c1)COC3	-6%	-6%	0	2%	-8%	-30%	-17%	0%	?
O=C(O)c1ccc(Cn2cnc3c(=S)nc[nH]c32)cc1	·	·	6	1%	0%	·	7%	·	?
Cc1cc(N2CCCC2)ccc1NC(=O)CN1C(=O)NC(C)(c2ccccc2)C1=O (stereo unspecified)	-17%	0%	2	16%	-14%	7%	-16%	-6%	47%[activator]
Nc1ccc2nc(CCCCCCc3nc4ccc(N)cc4[nH]3)[nH]c2c1	-9%	-9%	1	-2%	-4%	-28%	-13%	-11%	3%
COc1cc(C(=O)OCC(=O)Nc2ccc(SC(F)F)cc2)cc(OC)c1OC	-6%	-7%	3	-5%	-19%	4%	-14%	7%	44%[activator]
O=C(Cc1ccccc1F)OCC(=O)N1CCN(C(=O)c2ccco2)CC1	-7%	-4%	-14	3%	0%	11%	-7%	-5%	25%
COc1ccc(/C=N/n2cnc3c([nH]c4ccc(Br)cc43)c2=O)cc1CN1CCOCC1	-10%	-7%	-4	1%	?	26%	3%	-10%	3%
CCc1cc(C(c2ccc(OC)c(OC)c2)N2CCOCC2)c(NC(=O)c2ccccc2)s1 (stereo unspecified)	0%	-6%	0	10%	-19%	1%[57.1 µM]	-14%	-4%	5%
CSc1cccc(NC(=O)Cn2cnc(S(=O)(=O)N3CCCC3)c2)c1	8%&-8%	-1%&0%	-3&1	-3%&-1%	-4%&-18%	-26%&-3%	-14%&-25%	-21%	2%&18%
Cc1ccccc1OCc1ccc(-c2nc(C#N)c(N3CCN(c4ccccc4)CC3)o2)o1	54%[activator]	-2%	-12	-3%	-5%	3%	-15%	·	-1%
CC(C)(C)c1ccc(CS(=O)CC(O)CO)cc1 (stereo unspecified)	6%	-1%	-7	-6%	-16%	37%	-3%	4%	-1%
CN(C)S(=O)(=O)c1ccc(C(=O)NC(=O)CSc2ccccc2)cc1	-14%	5%	1	-2%	-18%	4%	2%	0%	-6%
S=c1[nH]nc(-c2cccs2)n1/N=C/c1cn(-c2ccccc2)nc1-c1ccc(Cl)cc1	4%	-1%	-11	-3%	-16%	0%	-12%	2%	?
COc1ccc(N(C)C(=S)Nc2ccc3nc(C)c(C)nc3c2)cc1	83%[activator]	-7%	9	-3%	-11%	1%	-17%	2%	64%[activator]
C#CCOc1ccc(C(=O)N(C)c2ccccc2I)cc1	-15%	-5%	·	-3%	·	·	20%	-1%	2%
CC(OC(=O)c1cc(S(=O)(=O)N2CCOCC2)ccc1F)C(=O)NC1CCCC1 (stereo unspecified)	·	·	-1	-2%	-14%	·	-5%	-1%	21%
Cc1ccsc1C(=O)OCC(=O)Nc1ccc(Cl)cn1	·	·	0	?	-26%	·	-8%	-7%	19%
CCOC(=O)C(=CNc1cc(C)ccc1-n1cccc1)C(=O)OCC	0%	-1%	-2	1%	-8%	4%	-18%	1%	1%
CCCc1cc(C(F)(F)F)c(C#N)c(=O)[nH]1	-7%	-1%	-5	-8%	6%	0%	0%	-3%	6%
N#Cc1cc2cc3c(cc2nc1NCCNC(=S)NCCCN1CCOCC1)OCO3	116%[activator]	65%[activator]	3	-1%	-14%	-1%	3%	-3%	24%
O=C(COC(=O)c1ccc(S(=O)(=O)C(F)F)cc1)Nc1ccccc1C(=O)NC1CC1	·	·	-1	-1%	-11%	·	-6%	35%	0%
Oc1cccc2cc3cccc(O)c3c(O)c12	-13%	-1%	-6	-1%	-6%	7%	-34%	-2%	-12%
O=C(CN1C(=O)COc2ccc(S(=O)(=O)N3CCCCCC3)cc21)Nc1cccc(Cl)c1	-7%	-8%	-14	-2%	-20%	0%	-9%	·	6%
CCn1c(CCC(=O)Nc2cc(F)ccc2C)nc2cc(S(=O)(=O)N(C)C)ccc21	2%	-2%	6	-4%	-22%	-27%	-5%	-3%	22%
CCCc1ccc(S(=O)(=O)NCCc2ccncc2)cc1	-20%	1%	-3	-2%	12%	1%	-2%	0%	-2%[58.9 µM]
CCCSc1ccccc1C(=O)N1CCN(C(=O)c2ccco2)CC1	-4%	2%	0	-4%	8%	-8%	-10%	6%	17%
